# Screening results (PubChem)
# N370S GC – inhibitors or activators of N370S glucocerebrosidase for Gaucher disease; hit rate 0.092% among 330,000; P04062; Potency, µM (top dose mostly 59.4 µM), for the others: top-dose activity change, negative = inhibition, actives largely listed as inhibitors; N370S GC spleen homogenate, 4MU-glucoside fluorescence;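 also: 0% = full enzyme activity and -100% = no enzyme basal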
# TDP1 block – blocks human tyrosyl-DNA phosphodiesterase 1; AID 485290; hit rate 0.28% among 350,000; recombinant TDP1, AlphaScreen DNA substrate cleavage; Q9NUW8; Potency, µM (highest dose often 130 µM), for inactives: at the top dose activity change, negative = inhibition, usual class: inhibitors; also: nearly all actives have a fitted effect of over 40% in size
# Target sequence (Q9NUW8 whole entry, looked up): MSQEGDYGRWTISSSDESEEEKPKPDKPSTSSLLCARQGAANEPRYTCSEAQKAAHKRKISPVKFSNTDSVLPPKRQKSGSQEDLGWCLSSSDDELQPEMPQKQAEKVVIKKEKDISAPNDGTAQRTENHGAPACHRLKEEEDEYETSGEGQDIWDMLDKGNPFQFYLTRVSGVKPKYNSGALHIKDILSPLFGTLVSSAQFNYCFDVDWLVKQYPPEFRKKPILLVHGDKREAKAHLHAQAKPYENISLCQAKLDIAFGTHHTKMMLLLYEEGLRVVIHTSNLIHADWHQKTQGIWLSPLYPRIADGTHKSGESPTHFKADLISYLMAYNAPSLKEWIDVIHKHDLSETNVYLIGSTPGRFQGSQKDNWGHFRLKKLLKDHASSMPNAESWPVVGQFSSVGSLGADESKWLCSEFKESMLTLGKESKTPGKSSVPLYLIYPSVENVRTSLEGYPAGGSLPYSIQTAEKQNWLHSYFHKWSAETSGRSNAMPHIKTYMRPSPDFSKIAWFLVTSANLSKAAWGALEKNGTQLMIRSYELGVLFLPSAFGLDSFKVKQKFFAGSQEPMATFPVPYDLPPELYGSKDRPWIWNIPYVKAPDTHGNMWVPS
#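 Here, a 5' biotin and 3' phosphotyrosine-FITC DNA oligonucleotide reports Tdp1 activity: intact substrate bridges AlphaScreen beads, while cleavage leaves a 3' phosphate and drops signal. All incubations at room temperature.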
# DT40 TDP1 no CPT – qHTS for Inhibitors of human tyrosyl-DNA phosphodiesterase 1 (TDP1): qHTS in cells in absence of CPT | Potency, µM (top dose mostly 46.2 µM), inactives show top-dose activity change, negative = growth inhibition, actives largely listed as inhibitors | DT40 Tdp1-/- hTDP1 cells, no CPT, ATP luminescence, 48 h | hit rate 15% among 420,000 | AID 686978, 2013; also: nearly all actives have a fitted effect of over 55% in size
#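 Stably hTDP1-transfected Tdp1-null chicken DT40 cells were treated with library compounds minus camptothecin and grown for at least 48 hr at 37 °C, after which cellular ATP was quantified by luminescence.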
# Active calls of the source: *; u = inconclusive; x = not tested or not shown; & = joins results of further samples; [ ] = remark or other dose. Calls follow the shape of the dose curve; as a rule, active = well fitted curve in the direction sought with a large enough effect; inconclusive = small, poorly fitted or top-dose-only effect, or another doubt; inactive = no such curve, though single readings can be large; an effect the other way counts as inactive or inconclusive. Unless noted, % is scaled to controls: 0 for no effect and ±100 for the full control effect; potency is read from the fitted curve at half-maximal effect. The list is partial (hit frequency here may not be typical).
SMILES,N370S GC,TDP1 block,DT40 TDP1 no CPT
CC(C)(C)[C@@H]1C=C(C(=O)N2CCOCC2)O[C@H](OCc2ccc(CO)cc2)C1,-15%,1%,-22%
O=C1CSC(c2c(F)cccc2Cl)N1c1cccc(F)c1 (stereo not drawn),-6%,-1%,-17%
Cc1ccc(COC(=O)c2ccc3c(c2)C(=O)N(CCCN2CCOCC2)C3=O)cc1,-14%,5%,4%
COc1cc2[nH]c(=S)nc(NCCCOC(C)C)c2cc1OC,8%[12.8 µM],4%,-26%
CC(C)Sc1nc2sc(-c3ccccc3)cc2c(=O)n1N,8%,-2%,6%
COC(=O)C/C=C\[C@@H](C)[C@@H](/C=N\OC[C@@H](O)[C@H]1O[C@H]2OC(C)(C)O[C@H]2[C@@H]1O)NS(=O)(=O)c1ccc(C)cc1,-20%[12.8 µM],9%[21 µM],x
CCN(CC(=O)Nc1c(F)cccc1F)C(=O)c1ccc2c(=O)n3c(nc2c1)CCC3,-2%,3%,-1%
COc1cccc(-c2csc(N3CCN(S(=O)(=O)c4ccc(F)cc4)CC3)n2)c1,-7%,7%,-29%
Cc1nc(C)c(C(=O)OCC(=O)Nc2cccc(C)c2C)s1,x,-2%,-23%
NC(=O)c1cc(S(=O)(=O)Nc2cccc(Cl)c2)cs1,-8%,x,-20%
COc1ccccc1NC(=O)CC(c1cc(OC)c(OC)c(OC)c1)N1Cc2ccccc2C1=O (stereo not drawn),x,0%,-20%
CCOc1cc(/C=N\O)cc(Cl)c1OCC,8%,2%,-15%
CCOC(=O)NC(=O)/C(C#N)=N\Nc1cccc(Cl)c1,-20%,7%,21µM*
CCCc1cc(=O)[nH]c2nnc(SCC(=O)Nc3cc(C)on3)n12,1%,-4%,u
CCOC(=O)CN1C(=O)COc2ccc(Cl)cc21,7%,-2%,-21%
O=C(CCS(=O)(=O)c1cc2c3c(c1)CCN3C(=O)CC2)Nc1cccc(Br)c1,x,8%,u
CO[C@@H]1COC(=O)C/C=C\[C@@H](C)[C@H](OC)COC(=O)[C@H](COCc2ccccc2)NC(=O)C/C=C\[C@H]1C,6%[12.8 µM],4%[21 µM],x
O=C(c1ccc2c(=O)n(CCc3ccccc3)c(=O)[nH]c2c1)N1CCN(c2ccccc2)CC1,-6%,13%,u
CCC(=O)Nc1ccc2nc(SCC(=O)N3CCc4ccccc43)sc2c1,x,1%,10µM*
O=[N+]([O-])c1cccc(-c2nc(-c3ccccc3)c(-c3cccs3)[nH]2)c1,6%[12.8 µM],-2%,u
COC(=O)[C@@]1(Cc2ccc(OC)cc2)[C@H]2c3cc(C(=O)N4CCCC4)n(Cc4cc(C)n(C)n4)c3C[C@H]2CN1C(=O)c1ccccc1,-1%,13%,u
COc1cccc(NC(=S)N2CCC(c3ccc(C)cc3)C2)c1 (stereo not drawn),-5%,x,7.3µM*
CCOC(=O)C1=C(c2ccccc2)Nc2ncnn2C1c1ccccn1 (stereo not drawn),-22%,3%,-20%
COc1cc2c(cc1NC(=O)c1ccncc1)oc1ccccc12,5%,7%,21µM*
COCCCNC(=O)c1ccc(Cn2c(SCc3cccc(C)c3)nc3cccnc32)cc1,x,6%,u
O=C(c1cc(=O)c2ccccc2o1)N1CCN(c2ccccc2F)CC1,-8%,3%,-29%
Cc1nc(NCCc2ccccc2)c2nnn(Cc3ccccc3)c2n1,-1%,x,u
COc1ccc(Cl)cc1NC(=O)C/C(C)=N/NC(=O)C(=O)NCc1ccccc1,-3%,x,-30%
Cc1ccc(OCC(=O)N(C)CC(=O)Nc2ccc(F)c(F)c2F)cc1,-12%,0%,-3%
O=C(CC12CC3CC(CC(C3)C1)C2)N/N=C/c1ccc([N+](=O)[O-])o1,6%,-1%,23µM*

# Given with tabs: 3 of the compounds above
SMILES	N370S GC	TDP1 block	DT40 TDP1 no CPT
O=C(c1cc(=O)c2ccccc2o1)N1CCN(c2ccccc2F)CC1	-8%	3%	-29%
Cc1ccc(OCC(=O)N(C)CC(=O)Nc2ccc(F)c(F)c2F)cc1	-12%	0%	-3%
COc1cc2c(cc1NC(=O)c1ccncc1)oc1ccccc12	5%	7%	21µM*

# Next part.
SMILES,N370S GC,TDP1 block,DT40 TDP1 no CPT
COc1ccc(/C=N\NC(=O)c2ccccc2Cl)cc1COc1c(F)c(F)c(F)c(F)c1F,u,3%,-6%
CC(=O)N1c2ccc(S(=O)(=O)N(C)CC(=O)N(Cc3ccccc3)C(C)C)cc2CC1C (stereo not drawn),x,-8%,u
COc1ccc(-c2cc(C(F)(F)F)nc(SCC(=O)NCc3ccc(OC)c(OC)c3)n2)cc1,x,4%,u
O=C1/C(=C/c2ccncc2)N=C2CCCCCN12,13%,2%,-11%
Cc1ccc(C)c(NC(=S)NNC(=O)c2csc(C)c2)c1,5%,5%,18µM*
O=C(CSCc1ccc(Cl)cc1)Nc1nccs1,-1%,3%,9%
CCn1cc(Br)c(C(=O)Nc2ccc(C(=O)OC(C)C)cc2)n1,4%,0%,u
Cc1cc(Cl)ccc1OCC(=O)NC1CCCC1,27%,0%,13µM*
COc1ccccc1N1CCN(C(=O)c2ccc(CS(=O)c3ccccc3C)o2)CC1 (stereo not drawn),x,2%,13µM*
COc1ccc(Cl)cc1NC(=O)/C=C\C(=O)O,15%,10%,-5%
COc1ccc(S(=O)(=O)N(CC(=O)O)c2ccccn2)cc1,14%,4%,8%
COc1ccc(OC)c(CNS(=O)(=O)c2c(C(=O)N3CCC(C)CC3)c(C)n(C)c2C)c1,x,-1%,u
COc1ccc(CCN(Cc2nc(-c3ccccc3)no2)Cc2nc(-c3ccccc3)no2)cc1OC,u,-5%,u
Cc1cc(C)cc(C(=O)NN2CCN(C)CC2)c1,-2%,3%,u
Cc1c(C#N)c(N=CN(C)C)c(C(=O)c2ccccc2)n1-c1ccc(Br)cc1,-21%,6%,u
COc1ccccc1CCNC(=O)C(=O)NCC1OCCN1S(=O)(=O)c1ccc([N+](=O)[O-])cc1 (stereo not drawn),-9%,4%,u
COc1ccc2c(c1OC)C(=O)OC2N1C(=O)CC[C@H]1C(=O)Nc1ccc2c(c1)OCO2 (stereo partly drawn),1%,x,-1%
CC(NS(=O)(=O)c1ccc2c(c1)c(=O)n(C)c(=O)n2C)C(=O)NC1CCCCC1 (stereo not drawn),-10%,1%,17%
CCOC(=O)C1CCC(CN(Cc2ccc(OC)cc2)S(=O)(=O)c2ccc(C)cc2)CC1 (stereo not drawn),x,10%,13µM*
COCCn1c(COc2cccc(OC)c2)nnc1SCC(=O)NC1CCCCC1,-11%,5%,u

# Some of the entries so far, bar-delimited.
Compound | N370S GC | TDP1 block | DT40 TDP1 no CPT
Cc1c(C#N)c(N=CN(C)C)c(C(=O)c2ccccc2)n1-c1ccc(Br)cc1 | -21% | 6% | u
CCOC(=O)C1CCC(CN(Cc2ccc(OC)cc2)S(=O)(=O)c2ccc(C)cc2)CC1 (stereo not drawn) | x | 10% | 13µM*
COc1ccc(OC)c(CNS(=O)(=O)c2c(C(=O)N3CCC(C)CC3)c(C)n(C)c2C)c1 | x | -1% | u
COc1ccc2c(c1OC)C(=O)OC2N1C(=O)CC[C@H]1C(=O)Nc1ccc2c(c1)OCO2 (stereo partly drawn) | 1% | x | -1%
COCCn1c(COc2cccc(OC)c2)nnc1SCC(=O)NC1CCCCC1 | -11% | 5% | u
COc1ccccc1CCNC(=O)C(=O)NCC1OCCN1S(=O)(=O)c1ccc([N+](=O)[O-])cc1 (stereo not drawn) | -9% | 4% | u

# Individual results from the entries so far.
# TDP1 block with Cc1cc(C)cc(C(=O)NN2CCN(C)CC2)c1 = 3%
# TDP1 block with COc1ccc(S(=O)(=O)N(CC(=O)O)c2ccccn2)cc1 = 4%

# Next section:
SMILES,N370S GC,TDP1 block,DT40 TDP1 no CPT
NC(=O)c1ccccc1-c1nc(-c2ccccc2)no1,0%,-2%,3%
Cc1ccccc1NC(=O)CC(C)S(=O)(=O)c1ccc2c(c1)NC(=O)CO2 (stereo not drawn),-25%,-2%,8%
O=C(c1ccc(Cl)cc1)C1CCN(C(=O)c2ccc(F)cc2)CC1,-12%,x,10µM*
O=C(CSc1nccn1Cc1ccc(F)cc1)NC1CCCC1,-18%,4%&5%,-14%&-4%
Cc1coc2c(C)c3oc(=O)c(CC(=O)N[C@@H](CC(C)C)C(=O)O)c(C)c3cc12,9%,x,3%
CCCc1ccc(OCc2ccccc2)c2c(=O)cc(C(=O)OCC)oc12,9%,-1%,-2%
O=C(CC1N=C2c3ccccc3N=C(SCC(=O)Nc3cccc(Cl)c3)N2C1=O)NCc1cccs1 (stereo not drawn),x,2%,23µM*
O=C(CSc1nc(=O)n(CCCN2CCOCC2)c2c1CCCC2)Nc1ccc(Cl)cc1,-20%,4%,-16%
Nc1nnc(/C=C/c2ccccc2)s1,0%,-3%,-4%
O=C1CN(C(=O)COC(=O)C2CC(=O)N(Cc3ccco3)C2)c2ccccc2N1 (stereo not drawn),0%,-2%,-19%
O=C(CCC(F)(F)F)N1CCCC(CO)(CCc2ccccc2)C1 (stereo not drawn),-1%,x,-5%
CC(=O)Nc1cccc(OCCCNC(=O)C2CCC2)c1,2%,0%,-2%
Clc1ccc(OCCN2CCCCC2)cc1Cl,0%,-6%,u
CCCCN(Cc1cc2cc(OC)ccc2[nH]c1=O)S(=O)(=O)c1ccc(C)cc1,u,x,7.3µM*
COc1cc(/C=C/C(=O)OC[C@H]2O[C@H](OC3(CO)OC(CO)C(O)C3O)[C@H](O)[C@@H](O)[C@@H]2O)ccc1O (stereo partly drawn),x,2%,-2%
c1ccc(C(c2ccccc2)c2ccn[nH]2)cc1,-4%,x,u
COc1ccc(/C=C/C(=O)OCC(=O)NCc2ccco2)c(OC)c1,-1%,6%,u
Cc1cc(C)cc(N(C(=O)CNC(=O)c2ccco2)C(C(=O)NC2CCCC2)c2ccncc2)c1 (stereo not drawn),u,9%,-6%
COc1ccc(-c2nnc(SCC(=O)Nc3ccc(F)cc3)s2)cc1,x,3%,-18%
O=C(COc1ccc(Cl)cc1)Nc1ccc2c(c1)OCO2,0%,x,-22%
O=C(NCc1ccc(Cl)cc1)c1cc2c(s1)CS(=O)(=O)C2,-1%,0%,9%
CCOc1ccc(C(C(=O)NC(C)(C)C)N(CCOC)C(=O)CCC(=O)Nc2ccccn2)cc1 (stereo not drawn),-3%,-2%,2%
O=C(c1cc(COc2ccc(F)cc2Cl)on1)N1CCC(c2ccncc2)CC1,19%,-3%,6.5µM*
COc1ccccc1N1CCN(C(=O)C(CC(C)C)NC(=O)C2CCCCC2)CC1 (stereo not drawn),0%,13%,u
Cc1ccc(CSc2ncc(Cl)c(C(=O)Nc3sc4c(c3C(N)=O)CCCC4)n2)cc1,x,5%,4%
CSc1ccc(S(=O)(=O)N2CCC(C(=O)NCc3cccnc3)CC2)cc1,-6%,x,-17%
COC(=O)Cc1ccc(NC(=S)N2CCN(c3ccccn3)CC2)cc1,2%,x,u
O=C(Nc1ccc(F)c(F)c1)c1ccc(F)c(S(=O)(=O)N2CCOCC2)c1,3%,-1%,x
Cc1ccc(CC2CC(=O)N(c3cc(C)ccc3C)C2=O)cc1 (stereo not drawn),-2%,1%,u
O=S(=O)(c1ccc2ccccc2c1)N1CCNCC1,-3%,x,9%
CCN(C(=O)c1ccc(NC(=O)Cc2ccccc2)cc1)c1ccccc1,-1%,2%,u
CC(C)(C)OC(=O)N1CCC(c2c(C(=O)NCc3ccco3)cnn2-c2ccccc2)CC1,x,7%,u
CS(=O)(=O)c1cnc(-c2ccccc2)nc1Sc1ccc(F)cc1,-10%,x,-8%
CCOc1ccc2ncc(S(=O)(=O)c3ccc(C)cc3)c(N3CCC4(CC3)OCCO4)c2c1,9%,8%,23µM*
CCOC(=O)c1ccc(CN(Cc2ccc(Br)cc2)S(=O)(=O)c2cccc(C(F)(F)F)c2)cc1,x,5%,u
COc1ccc(OC)c(S(=O)(=O)N2CCC(C(=O)NC3CCCC3)CC2)c1,4%,x,-4%
OCC1=CC[N+]2(Cc3ccccc3)CCC(O)[C@@H]12 (stereo partly drawn),-3%,5%,-6%[9.04 µM]
COc1ccc(OC)c2sc(NNC(=O)COc3ccccc3)nc12,1%,7%,-12%
O=C(CN1C(=O)CSc2ccc(S(=O)(=O)N3CCOCC3)cc21)NCCCN1CCOCC1,8%,4%,12%
